From PubChem BioAssay
NCF1 inh – p47phox/p22phox peptide binding inhibitors, primary screen, biochemical, uHTS, NADPH oxidase regulatory subunit | inhibition, % at 24.7 µM | fluorescence polarization, 2 h | hit rate 0.53% among 220,000;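 active = inhibition above about 30%, limit read from the data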;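 also: 0% = p47phox with labelled peptide and 100% = labelled peptide alone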
EBV gp42 inh – Epstein-Barr virus gp42 inhibitors, primary screen, biochemical, uHTS, fluorescence polarization | hit rate 0.42% among 220,000 | Glycoprotein 42 (Epstein-Barr virus (strain AG876)), Q1HVG2 | Fluorescence polarization binding assay, mP read-out | inhibition, % (tested at 21.74 µM); in the data active = inhibition above about 50%
Runt-SMMHC FRET – inhibitors of RUNX1 Runt–CBFb-SMMHC binding, primary screen, biochemical, FRET, Cerulean-Runt, Venus-CBFb-SMMHC, uHTS; Cerulean-Runt/Venus-CBFb-SMMHC FRET ratio 530/480, 1 h; inhibition, % at 20 µM; hit rate 0.74% among 220,000; AID 1434, 2008;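 active = mean inhibition across duplicate retests at 20 µM reaching about 50%, limit read from the data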;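 also: 0% = DMSO wells and 100% = wells with excess untagged CBFb-SMMHC; inhibitors lower the FRET ratio by blocking Runt binding to CBFb-SMMHC; some results filed as inactive read as strong as hits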
Target sequence (Q01196 whole entry, looked up): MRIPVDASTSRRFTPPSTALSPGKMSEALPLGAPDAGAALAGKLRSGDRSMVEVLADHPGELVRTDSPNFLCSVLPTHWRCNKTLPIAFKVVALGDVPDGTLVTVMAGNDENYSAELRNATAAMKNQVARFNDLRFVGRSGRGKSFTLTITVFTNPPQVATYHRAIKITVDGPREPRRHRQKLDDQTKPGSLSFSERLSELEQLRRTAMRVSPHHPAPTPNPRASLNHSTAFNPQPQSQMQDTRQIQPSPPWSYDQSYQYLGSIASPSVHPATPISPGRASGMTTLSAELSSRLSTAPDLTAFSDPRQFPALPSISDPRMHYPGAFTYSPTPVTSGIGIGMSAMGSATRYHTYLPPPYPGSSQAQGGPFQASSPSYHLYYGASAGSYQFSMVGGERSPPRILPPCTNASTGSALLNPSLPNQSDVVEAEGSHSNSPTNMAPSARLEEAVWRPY
Target sequence (Q13951 whole entry, looked up): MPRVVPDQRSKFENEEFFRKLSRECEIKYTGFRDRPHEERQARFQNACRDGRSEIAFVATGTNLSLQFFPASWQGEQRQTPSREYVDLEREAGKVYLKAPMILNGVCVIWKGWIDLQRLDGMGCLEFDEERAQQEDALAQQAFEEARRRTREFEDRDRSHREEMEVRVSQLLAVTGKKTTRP
Mdm2 ligase inh – MDM2-luciferase reporter signal enhancers, primary screen, MDM2 E3 ligase inhibitor project, cell-based, luminescence, 1536-well; E3 ubiquitin-protein ligase Mdm2 (Homo sapiens), Q00987; cell-based MDM2 ubiquitination luciferase reporter, 2 h; 0 = plate control, 100 = twice control, blank-subtracted; signal enhancement, % at 5 µM; hit rate 0.11% among 210,000;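 active = signal enhancement of 30% or more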;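 also: luminescence tracks abundance of the self-degrading MDM2-luciferase fusion protein; higher signal means inhibition of MDM2 E3 ligase activity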
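Assay system: stable mammalian line carrying autodegrading MDM2–luciferase fusion reporter; amount: 2000 cells seeded into each well; buffer or medium: DMEM; benchmarks: plate control and blank wells; signal: luciferase luminescence; timing: 2 h compound exposure at 37 °C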
14-3-3 Bad inh – inhibitors of 14-3-3 zeta/Bad binding, primary screen, biochemical, TR-FRET, bovine 14-3-3 zeta; TR-FRET 14-3-3zeta/Dy647-pBad peptide displacement, 1 h; inhibition, % at 21.7 µM; hit rate 0.71% among 220,000; AID 781, 2007; 14-3-3 protein zeta/delta (Bos taurus), P63103;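 active = inhibition above about 70%, limit read from the data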;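 also: 0% = full 14-3-3 plus peptide FRET controls and 100% = background without 14-3-3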
Target sequence (P63103 whole entry, looked up): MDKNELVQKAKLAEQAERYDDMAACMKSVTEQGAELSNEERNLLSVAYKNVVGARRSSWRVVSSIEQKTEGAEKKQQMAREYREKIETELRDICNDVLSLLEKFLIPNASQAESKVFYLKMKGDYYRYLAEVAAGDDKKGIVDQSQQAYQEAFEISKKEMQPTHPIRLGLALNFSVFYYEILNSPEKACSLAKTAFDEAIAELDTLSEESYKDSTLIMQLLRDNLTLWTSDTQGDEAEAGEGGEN
Runt-CBFb FRET – inhibitors of RUNX1 Runt–CBFb binding, primary screen, biochemical, FRET, Cerulean-Runt, Venus-CBFb, uHTS; Cerulean-Runt/Venus-CBFb FRET ratio 530/480, 1 h; inhibition, % at 20 µM; Runt-related transcription factor 1 (Homo sapiens) + Core-binding factor subunit beta …; hit rate 0.46% among 220,000;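 active = inhibition over about 50% at 20 µM in the single-dose screen, limit read from the data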;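 also: 0% = DMSO wells and 100% = excess unlabeled CBFb competitor control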
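Doses: 20 µM compound in 1% DMSO | Material: Cerulean-labeled Runt domain protein | Amount: Each fluorescent fusion protein 100 nM | Schedule: Two 1 h room-temperature incubations shielded from light | Measured by: FRET fluorescence | Evaluation: Loss of energy transfer signal | Controls: Unlabeled CBFb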
Tb hexokinase – Trypanosoma brucei hexokinase 1 inhibitors, primary screen, biochemical, G6PDH-coupled NADH absorbance, MLSCN library | recombinant TbHK1, G6PDH-coupled NADH A340 | hexokinase 1 [Trypanosoma brucei] | inhibition, % at 10 µM | hit rate 0.11% among 220,000;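 active = inhibition of 50% or more in the single-dose primary screen; inactive = inhibition below 50%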
L929 necroptosis – inhibitors of zVAD-triggered necroptosis, primary screen, L929 cells; L929 zVAD necroptosis rescue, ATP luminescence, 24 h; with zVAD 60 µM; viability rescue, % at 10 µM; hit rate 0.38% among 220,000;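 active = activation, scaled between plate controls, above about 75%, limit read from the data; inactive = activation under that limit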;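 also: 0% = zVAD with DMSO and 100% = DMSO alone without zVAD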
Hck Nef HTS – inhibitors of Nef-activated human Hck kinase, primary screen, biochemical, Z-Lyte FRET, 384-well, Hck-YEEI; hit rate 0.68% among 220,000; Tyrosine-protein kinase HCK (Homo sapiens), P08631; Recombinant Hck-YEEI plus Nef, Z-Lyte FRET kinase assay; inhibition, % at 20 µM;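 active = Hck-Nef kinase inhibition above about 50%, limit read from the data; inactive = inhibition below that limit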;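 also: 0% = DMSO with Hck plus Nef and 100% = Hck alone without Nef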
Active calls of the source: *; / = no result given; [ ] = another dose, or the depositor's remark.

SMILES	NCF1 inh	EBV gp42 inh	Runt-SMMHC FRET	Mdm2 ligase inh	14-3-3 Bad inh	Runt-CBFb FRET	Tb hexokinase	L929 necroptosis	Hck Nef HTS
O=C(O)c1ccc(CSc2nnc(-c3ccco3)o2)cc1	-9	-11	2	-11	3	0	-4	1.4	2
COc1cccc(OC)c1C(=O)NNC(=O)c1cccnc1	-1	-16	0	-10	-14	1	-10	0.2	10
Cc1ccc2nc(Nc3ccccc3)c(/C=N/O)c(=O)n2c1	-13	-17	0	-17	-13[fluorescence artefact?]	-2	-17	-0.1	6
CSc1ccc(S(=O)(=O)N(C)Cc2ccccc2)cc1	-8	-1	1	-5	-9	-2	-2	0.6	10
c1cn(CC2(Cn3ccnc3)COC2)cn1	-8	-5	0	2	7	1	-5	-0.2	0
CCN(CC)C(=O)Cn1cc(C(=O)C(=O)NCc2cccs2)c2ccccc21	-6	-18	0	6	-7	-2	-10	3.1	22
Cc1cc(Cl)ccc1OCC(=O)N1CC(C)CC(C)C1 (configuration not stated)	-10	-9	1	-6	8	-1	9	0.0	7
O=C(NC(=S)NC1CCS(=O)(=O)C1)c1cccs1 (configuration not stated)	-8	-1	5	9	-12	-2	-5	0.8	3
Cc1nc2ccc(C(=O)N3CCSCC3)cc2s1	-14	1	1	-21	4	0	-3	0.3	-2
CC(C)c1ccc2c(c1)c(SC(C)(C)C)c(CC(C)(C)C(=O)O)n2Cc1ccc(Cl)cc1	-9	6	-9	/	27	-9	/	/	/
Cc1c(NC(=O)NCc2ccccc2)c(=O)n(-c2ccccc2)n1C	-8	-20	-7	4	7[fluorescence artefact?]	0	-3	0.4	12
COc1cc(OC)c(-c2c3cc(O)c(=O)cc-3oc3cc(O)c(O)cc23)cc1OC	-308	-128	-336	-18	-3	-92	14	1.7	2
O=C(c1ccc(-c2nc3ccccc3s2)s1)N1CCOCC1	3	-20	-1	-84	-4	1	-47	-0.4	-5
COC(OC)c1ccc(C#N)c(SCc2ccccc2)n1	-8	-11	-4	-16	-1	-1	-4	-0.5	2
O=C(COc1ccc(Cl)cc1Cl)Nc1ccc(CN2CCCCC2)cc1	38*	0	1	-18	-4	0	11	4.1	23
Cc1noc(C)c1S(=O)(=O)N1CCCC(C(=O)N2CCc3ccccc3C2)C1 (configuration not stated)	2	-3	-9	-14	2	2	-3	0.8	1
C/C(=N\NC(=O)c1ccc(N(C)C)cc1)c1ccc(C)cc1C	-3	-6	4	-1	-14	-3	-28	1.4	6
COc1cccc(C(C)NC(=O)c2c(F)cccc2Cl)c1 (configuration not stated)	1	-13	-2	-2	-16[fluorescence artefact?]	0	33	0.6	1
COc1ccc(CN2CCNC(=O)C2CC(=O)NCc2csc(C(C)C)n2)c(OC)c1 (configuration not stated)	0	-20	0	-3	-11	1	-8	-0.6	19
CCOC(=O)C1[C@H]2C(=O)N(CCCOC)C[C@]23C=C[C@H]1O3 (some centres not stated)	-15	-6	-3	-10	4	-2	2	-0.5	-1
Clc1ccc(OCCCCSc2ncccn2)cc1	-3	10	-27	-18	6	-11	1	0.3	3
O=C1CCN(C(=O)CSc2ccc(Cl)cc2)N1	1	-6	-1	3	-10	0	3	0.7	29
C=C(Cl)COC(=O)C1C2C=CC(C2)C1C(=O)O (configuration not stated)	12	-2	5	7	-8	-4	-7	-0.3	7
Fc1ccc(Nc2cccc3nccnc23)cc1	2	-10	-3	1	-19[fluorescence artefact?]	-2	30	1.0	3
Cc1ccc(NS(=O)(=O)c2cc(C(=O)NCc3ccccn3)ccc2Cl)cc1	0	-9	-3	1	4	-6	-4	0.1	-1
O=C(CSCC(=O)Nc1ccc2ccccc2c1)NCc1ccccc1	-2	-9	-2	-6	-2	-1	0	0.1	1
Cc1nnc2c(NC(C)C)nc3ccccc3n12	-7	-10	-1	-14	-6	1	-5	11	2
COc1ccc(OCc2nc3ccc(S(=O)(=O)Nc4ccccc4Cl)cc3[nH]2)cc1	-61	-3	-4	-16	39[fluorescence artefact?]	0	2	1.7	1
Cn1nccc1C(=O)Nc1sc2c(c1C(N)=O)CCCC2	-2	-2	-1	-8	-1	2	-14	75	68*
COc1ccc(N=C2SCC(=O)N2CCc2ccc(OC)c(OC)c2)cc1	7	-7	1	-8	-2	1	-12	0.5	18

Part of the list above in order of length of the SMILES, low to high.
SMILES	NCF1 inh	EBV gp42 inh	Runt-SMMHC FRET	Mdm2 ligase inh	14-3-3 Bad inh	Runt-CBFb FRET	Tb hexokinase	L929 necroptosis	Hck Nef HTS
Cc1nc2ccc(C(=O)N3CCSCC3)cc2s1	-14	1	1	-21	4	0	-3	0.3	-2
COc1cccc(C(C)NC(=O)c2c(F)cccc2Cl)c1 (configuration not stated)	1	-13	-2	-2	-16[fluorescence artefact?]	0	33	0.6	1
Cc1ccc(NS(=O)(=O)c2cc(C(=O)NCc3ccccn3)ccc2Cl)cc1	0	-9	-3	1	4	-6	-4	0.1	-1
COc1cc(OC)c(-c2c3cc(O)c(=O)cc-3oc3cc(O)c(O)cc23)cc1OC	-308	-128	-336	-18	-3	-92	14	1.7	2

(continued)
SMILES	NCF1 inh	EBV gp42 inh	Runt-SMMHC FRET	Mdm2 ligase inh	14-3-3 Bad inh	Runt-CBFb FRET	Tb hexokinase	L929 necroptosis	Hck Nef HTS
CC(C)Nc1nc(NC(C)C)nc(NS(=O)(=O)c2ccc(N)cc2)n1	-8	-4	2	-2	-14	4	0	-0.2	10
COc1ccccc1N1CCN(/N=C/c2ccc(OC)c(OC)c2OC)CC1	-7	-7	-2	-16	0	-3	-6	-0.3	3
Cc1cc(Br)cc(Cl)c1OCC(=O)NC(=O)NCc1ccccc1	4	-1	1	-7	-10	0	-1	1.0	1
CCN(CC(=O)NCc1cccs1)c1ccc(S(=O)(=O)N2CCN(C)CC2)cn1	-22	-14	1	-11	4	4	-15	0.0	14
O=C(C1CCCO1)N1CCN(C(=S)Nc2ccccc2F)CC1 (configuration not stated)	-21	-15	1	/	-1[fluorescence artefact?]	0	-1	1.2	0
COc1c(OC2OC(C(=O)O)C(O)C(O)C2O)cc(O)c2c(=O)cc(-c3ccccc3)oc12 (configuration not stated)	-20	-8	12	/	14	13	-13	3.9	20
O=C(O)c1ccccc1N/C=C\[N+](=O)[O-]	-4	-2	4	-5	7	3	-10	2.1	9
CN(C)c1ccnc(SCc2ccccc2Cl)c1C#N	1	6	2	-2	6	-2	7	-0.2	-1
O=C(NC(=S)NCc1ccc2c(c1)OCO2)c1ccccc1	-8	-5	5	-6	-22	-1	36	0.1	2
O=C1CC(c2ccccc2)CC(O)=C1C=NCc1ccccc1Cl (configuration not stated)	-5	2	3	-2	-4	-3	0	1.9	0
CCCN(C(=O)COc1ccc(Cl)cc1Cl)c1c(N)n(Cc2ccccc2)c(=O)[nH]c1=O	4	-4	-5	-13	-2	-3	-6	-0.6	14
Cc1oc(-c2ccccc2F)nc1CS(=O)CC(=O)NCc1cccs1 (configuration not stated)	-9	-26	-3	-8	10	0	6	2.3	4
NC(=O)CS(=O)(=O)c1nc2ccccc2n1Cc1ccccn1	-4	-4	3	-22	-6	0	-4	0.6	4
CCOC(=O)Nc1ccc2c(COC(=O)CNS(=O)(=O)c3cccc(Br)c3)cc(=O)oc2c1	-34	-47	8	0	2	-4	-6	0.1	4
Cc1ccc(Cn2c(N3CCCCCC3)nc3c2c(=O)[nH]c(=O)n3C)cc1	-16	-15	-2	-2	7	-2	14	-0.4	-1
Cc1cc(Cl)ccc1NNC(=O)c1cccs1	-12	-15	-4	-7	-1	2	-4	-0.1	-2
Cc1nc2ccc3nc(NC(=O)c4ccc5c(c4)OCCO5)sc3c2s1	-26	-41	-8	-8	/	-1	-10	0.0	87*
CC1CCCCC1NC(=O)/C(C#N)=C/c1ccc2c(c1)OCCO2 (configuration not stated)	0	-1	-2	-18	26[fluorescence artefact?]	-2	-19	0.2	7
[O-]/C(=C(\C(=S)Nc1cccc2ccccc12)[n+]1ccccc1)c1ccc(Cl)s1	-27	-10	15	12	-12	25	-9	-0.5	3
O=C(COc1ccccc1C(=O)NCc1ccncc1)Nc1ccc(Br)cc1	-1	-2	1	-2	-5	-1	-3	4.6	29
CCOC(=O)C1(CCCc2ccccc2)CCN(C(=O)CCOC)CC1	0	6	-2	-12	-4	46	5	-0.8	0
COc1ccc2c(c1OC)C(=O)O[C@@H]2[C@H]1c2c(cc3c(c2OC)OCO3)CCN1C	-1	1	3	-4	-10	2	-4	-0.5	-4
CCOc1cccc(CNCc2cccnc2)c1OCc1ccccc1	1	-3	2	-1	2	-2	7	-0.2	23
O=C1CCCC(O)=C1N=Nc1ccc(Cl)c(Cl)c1	-7	-2	-5	-4	-6	0	-10	0.2	20
Cc1onc(-c2c(F)cccc2Cl)c1C(=O)NCc1cccs1	-11	-11	4	-4	6[fluorescence artefact?]	0	3	-1.6	11
COc1ccc(NC(=O)c2ccccc2N(Cc2ccccc2)S(C)(=O)=O)cc1OC	-3	-6	/	0	-8	/	1	1.2	27
CC(C)(C)n1nnnc1C(c1cccs1)N1CCN(Cc2ccc3c(c2)OCO3)CC1 (configuration not stated)	-3	-7	-7	-13	13	0	0	0.3	-1
CC(C)c1ccc(/C=C/C(=O)NC(=S)Nc2ccc(CN3CCOCC3)cc2)cc1	-18	-12	4	3	4	4	-17	-0.5	10
COc1ccccc1-n1c(SCC(=O)O)nc2sc3c(c2c1=O)CCC3	-3	9	1	2	-4	1	-6	0.5	5
CC(C(=O)N1CCCCC1)N(C)CC(=O)Nc1ccc(Cl)cc1 (configuration not stated)	15	15	-1	-34	8	-2	-1	1.9	-2
Cc1cc(C)c(C(=O)CN2C(=O)NC3(CCCCC3)C2=O)cc1C	1	-9	-1	-3	2	-4	-1	4.9	-36
COc1ccccc1N1CCN(CC(O)COc2ccc(S(=O)(=O)N3CCOCC3)cc2)CC1 (configuration not stated)	-9	-18	-2	-24	10[fluorescence artefact?]	-2	8	-0.1	0
COC(=O)c1cc2n(n1)CCN(Cc1cccc(OC)c1)C2=O	-11	-9	1	-2	-17	0	4	1.3	14
COc1ccc(S(=O)(=O)NC2CC(C)(C)NC(C)(C)C2)c(C)c1C	-11	-8	-2	13	-4	0	-11	0.3	1
COc1cccc(C2C(C(=O)NCc3ccccc3)=C(C)Nc3ncnn32)c1 (configuration not stated)	-9	-20	-2	4	0	3	6	0.9	12
